# pPAFAH inh: pPAFAH enzyme inhibitors, primary screen, biochemical, fluorescence polarization, human. Platelet-activating factor acetylhydrolase (Homo sapiens), Q13093. recombinant pPAFAH, FP-rhodamine probe fluorescence polarization. inhibition, % at 3.39 µM. hit rate 1.5% among 330,000;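 active = inhibition above the mean inhibition across the screen plus 3 SD, cut at about 25% in these data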;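 also: inhibitors block binding of the rhodamine activity-based probe so polarization drops; 0% = enzyme with DMSO and 100% = wells lacking pPAFAH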
# Target sequence (Q13093 whole entry, looked up): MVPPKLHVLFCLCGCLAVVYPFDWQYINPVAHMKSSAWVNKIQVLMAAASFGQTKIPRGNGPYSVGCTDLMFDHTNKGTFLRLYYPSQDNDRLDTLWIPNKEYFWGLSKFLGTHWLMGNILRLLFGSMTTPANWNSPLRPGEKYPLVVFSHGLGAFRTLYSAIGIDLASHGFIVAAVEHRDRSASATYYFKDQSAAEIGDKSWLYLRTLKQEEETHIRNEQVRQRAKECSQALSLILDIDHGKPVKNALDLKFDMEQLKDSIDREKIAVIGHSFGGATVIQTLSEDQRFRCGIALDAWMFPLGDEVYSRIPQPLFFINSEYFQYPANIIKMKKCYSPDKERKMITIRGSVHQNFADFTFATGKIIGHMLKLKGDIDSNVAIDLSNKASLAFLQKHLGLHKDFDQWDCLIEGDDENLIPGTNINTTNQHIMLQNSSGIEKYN
# LYPLA1 counter: LYPLA1 inhibitors, primary screen, counter-screen for PME1 inhibitor project, biochemical, fluorescence polarization, FP-Rh probe ABPP; hit rate 0.16% among 320,000; Acyl-protein thioesterase 1 (Homo sapiens), O75608; inhibition, % at 5.9 µM; recombinant LYPLA1;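 active = inhibition above the mean of all tested compounds plus 3 SD, set per campaign, cut at about 14% in these data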;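 also: inhibitors block serine hydrolase probe labeling of LYPLA1 so polarization falls; 0% = enzyme with DMSO and 100% = wells lacking LYPLA1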
# GSTO1 counter: inhibitors of recombinant GSTO1, primary screen, counter-screen for RBBP9 inhibitor project, biochemical, fluorescence polarization. Glutathione S-transferase omega-1 (Homo sapiens), P78417. activity-based probe fluorescence polarization. inhibition, % at 5.96 µM. hit rate 1.1% among 300,000. AID 1974, 2009;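 active = inhibition above the campaign mean inhibition plus 3 SD, cut at about 35% in these data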;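 also: 0% = GSTO1-1 with DMSO and 100% = wells lacking GSTO1-1 enzyme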
# PAD4 inh: human PAD4 inhibitors, primary screen, biochemical, fluorescence polarization, 1536-well format; AID 485272, 2010; Protein-arginine deiminase type-4 (Homo sapiens), Q9UM07; inhibition, % at 6.36 µM; hit rate 0.41% among 330,000; recombinant PAD4, RCA probe fluorescence polarization;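 active = percent inhibition above a cutoff equal to the mean of all tested compounds plus 3 SD, cut at about 15% in these data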;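 also: 0% = PAD4 with RCA probe and DMSO and 100% = probe without PAD4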
# Target sequence (Q9UM07 whole entry, looked up): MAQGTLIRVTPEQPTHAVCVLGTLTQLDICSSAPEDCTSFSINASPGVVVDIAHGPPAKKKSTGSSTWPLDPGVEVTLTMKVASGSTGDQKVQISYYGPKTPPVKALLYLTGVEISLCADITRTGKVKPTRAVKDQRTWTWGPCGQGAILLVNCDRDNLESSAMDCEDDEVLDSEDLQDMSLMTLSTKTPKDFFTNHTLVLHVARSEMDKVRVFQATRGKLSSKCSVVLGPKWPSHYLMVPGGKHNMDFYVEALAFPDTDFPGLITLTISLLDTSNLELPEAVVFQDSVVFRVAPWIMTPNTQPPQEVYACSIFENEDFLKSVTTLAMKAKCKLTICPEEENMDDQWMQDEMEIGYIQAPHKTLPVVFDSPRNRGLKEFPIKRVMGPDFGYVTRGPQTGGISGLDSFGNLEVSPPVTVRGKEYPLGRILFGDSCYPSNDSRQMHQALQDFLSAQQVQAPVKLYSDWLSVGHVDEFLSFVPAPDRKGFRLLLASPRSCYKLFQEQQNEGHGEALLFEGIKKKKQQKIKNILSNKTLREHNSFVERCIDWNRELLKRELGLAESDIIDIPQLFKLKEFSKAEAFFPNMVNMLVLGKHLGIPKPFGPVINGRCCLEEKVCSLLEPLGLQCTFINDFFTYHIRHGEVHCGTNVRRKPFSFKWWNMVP
# PAFAH1B2 FP inh: PAFAH1B2 enzyme inhibitors, primary screen, biochemical, fluorescence polarization, human; recombinant PAFAH1B2, FP-rhodamine activity probe; inhibition, % at 3.39 µM; hit rate 1.2% among 340,000; AID 492953, 2010;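 active = inhibition above the mean of all tested compounds plus 3 SD, cut at about 24% in these data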;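 also: 0% = enzyme with DMSO and 100% = wells lacking PAFAH1B2; many of its hits are not listed in these tables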
# PAFAH2 FP inh: PAFAH2 enzyme inhibitors, primary screen, biochemical, fluorescence polarization, human; hit rate 0.99% among 340,000; inhibition, % at 3.39 µM; AID 492956, 2010; Platelet-activating factor acetylhydrolase 2, cytoplasmic (Homo sapiens), Q99487; recombinant PAFAH2, FP-rhodamine activity probe;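 active = inhibition above the mean over all tested compounds plus 3 SD, cut at about 30% in these data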;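 also: inhibitors block probe labeling of enzyme so polarization drops; 0% = enzyme with DMSO and 100% = wells lacking PAFAH2 protein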
# PAFAH1B3 inh: PAFAH1B3 enzyme inhibitors, primary screen, biochemical, fluorescence polarization, human. inhibition, % at 3.39 µM. recombinant PAFAH1B3, FP-rhodamine probe. AID 492972, 2010. Platelet-activating factor acetylhydrolase IB subunit alpha1 (Homo sapiens), Q15102. hit rate 0.28% among 340,000;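 active = inhibition above the screen-wide average of all tested compounds plus 3 SD, cut at about 25% in these data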;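 also: 0% = enzyme with DMSO only and 100% = wells lacking PAFAH1B3 protein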
# PME-1 inh: PME-1 inhibitors via competitive probe labeling, primary screen, biochemical, fluorescence polarization, FP-Rh probe, HTS; recombinant PME-1; Protein phosphatase methylesterase 1 (Homo sapiens), Q9Y570; inhibition, % at 5.9 µM; hit rate 0.53% among 320,000;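 active = inhibition above the campaign mean of all compounds plus 3 SD, cut at about 26% in these data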;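 also: competitive labeling of PME-1 active site by serine hydrolase directed probe; 0% = PME-1 with DMSO and 100% = wells lacking PME-1 enzyme; inhibitors block probe labeling so polarization falls and inhibition rises; many of its hits are not listed in these tables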
# Fam108B counter: mouse Fam108B serine hydrolase inhibitors, primary screen, counter-screen for RBBP9 inhibitor project, biochemical, fluorescence polarization | recombinant Fam108B, FP-Rh probe fluorescence polarization | inhibition, % at 9.51 µM | hit rate 0.33% among 300,000 | AID 1947, 2009;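 active = inhibition above the screen mean inhibition plus 3 SD, computed separately per campaign, cut at about 18% in these data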;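 also: inhibitors lower polarization as less probe binds the enzyme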
# Active calls of the source: *; / = no result given.
SMILES,pPAFAH inh,LYPLA1 counter,GSTO1 counter,PAD4 inh,PAFAH1B2 FP inh,PAFAH2 FP inh,PAFAH1B3 inh,PME-1 inh,Fam108B counter
O=C(O)C1C2CCC(CC2)C1C(=O)N1CCN(Cc2ccc(F)cc2)CC1 (centres undefined),2.0,1.1,0.4,1.4,2.8,2.0,4.8,0.8,-0.3
O=C(O)c1cccnc1-c1ncccc1C(=O)O,0.8,-1.5,8.2,2.8,3.0,2.3,-1.2,-2.1,1.5
COc1ccc(NC(=O)Nc2ccccc2C(N)=O)cc1OC,4.5,1.9,3.4,-2.4,0.1,4.5,-3.7,9.0,6.1
COc1ccc(CNC(=O)C2CC=CCC2C(=O)O)cc1OC (centres undefined),3.5,2.4,9.1,-4.2,0.1,6.7,8.6,-2.0,-1.8
Cc1cccc(OCCCC(=O)NC2CCCCC2)c1,0.5,3.5,-0.6,-1.0,2.9,8.3,0.8,-0.9,-0.6
Cc1cc(Br)ccc1NC(=O)CNC(=O)Cc1ccc(S(=O)(=O)N2CCOCC2)s1,1.7,2.8,-6.0,-4.8,1.7,2.5,7.0,-2.8,-1.8
C=CC[C@H]1CC(C)=C[C@H](CC=C)N1C(=O)c1cc(COc2ccccc2SC)on1,3.9,-12.7,0.1,-4.4,-1.2,-6.5,-4.0,-7.5,-6.0
CCOC(=O)N1CCC(NC(=O)c2ccc3c(c2)N(Cc2ccccc2)CCS3)CC1,2.4,2.0,-6.8,-3.4,0.3,8.0,1.1,6.6,-1.2
O=C(Nc1ccccc1N1CCOCC1)c1cc(F)cc(F)c1,3.7,1.5,0.6,-3.1,2.5,1.0,13.6,0.6,-1.2
O=C(Nc1ccc(-c2csc(-c3ccccc3)n2)cc1)c1ccccc1,-2.8,-7.2,2.6,2.9,3.1,-0.5,-7.8,-2.3,-7.2
COc1ccc(NC(=O)CSc2nc(N)c(NC(=O)c3ccccc3F)c(=O)[nH]2)cc1,-7.8,-1.0,-4.2,-3.5,0.4,-0.8,8.6,2.6,0.1
CC(=O)N1CCN(C(=O)C2(NC(=O)Nc3ccc(C)cc3)CCCCC2)CC1,-3.9,-5.1,9.1,4.4,5.1,1.2,6.5,-9.1,-0.7
CCOc1ccc(NS(=O)(=O)c2ccc(N)cc2)cc1,18.0,0.2,-4.3,4.3,7.5,16.7,11.6,-1.6,-4.3
CC1Sc2ccc(S(=O)(=O)N(C)Cc3ccccc3)cc2NC1=O (centres undefined),8.6,0.8,-0.1,-5.1,4.2,-9.1,1.0,5.9,1.0
COc1cc2[nH]c3c(N4CCN(c5ccc(Cl)cc5)CC4)ncnc3c2cc1OC,61.8*,-26.1,2.2,-3.0,12.4,1.2,38.5*,28.3*,14.4
Cc1ccccc1NC(=O)c1ccc(OCc2c(C)noc2C)cc1,-3.7,2.2,/,5.2,7.9,1.7,4.6,-2.9,/
COCc1cc(C)nc2sc3c(=O)n(-c4cccc5ccccc45)nnc3c12,4.5,0.1,4.1,-1.5,-6.2,-4.6,3.8,-6.0,2.3
CC(C)C(NS(=O)(=O)c1cccc2nsnc12)C(=O)NC1CCCCC1 (centres undefined),-0.1,7.2,-3.2,-2.9,4.0,3.6,3.0,2.8,3.0
CCOc1cc(/C=N/NC(=O)C(=O)NCc2ccc3c(c2)OCO3)ccc1OCC(=O)N1CCOCC1,2.5,-6.1,3.6,-0.6,3.6,4.3,6.9,0.9,-0.1
O=C(O)CC12CC3CC(C1)CC(n1ncc(NCc4ccc(F)cc4)c(Cl)c1=O)(C3)C2,1.5,4.0,2.5,2.7,4.1,10.8,2.8,6.0,2.3
Cc1ccc(-c2noc(C3CCCN(C(=O)c4cccc(F)c4)C3)n2)cc1 (centres undefined),4.4,7.3,4.9,-1.7,-2.7,0.1,7.9,6.2,3.3
C=CCn1c(SCC(=O)c2c(N)n(C)c(=O)n(C)c2=O)nnc1-c1ccoc1C,-0.6,/,/,-2.4,0.2,6.2,2.7,/,/
CC(C)CC(=O)Nc1cccc(-c2nc3ncccc3o2)c1,-2.5,2.5,1.1,0.3,7.2,2.2,14.3,1.4,-2.1
COc1cc(OC)cc(C(=O)Nc2ccc(N3CCN(C(=O)c4cccs4)CC3)cc2)c1,2.0,0.6,-4.3,-9.4,2.6,3.0,-6.6,-3.8,5.2
CCN(CC)C(=O)Cn1c(=O)n(Cc2ccc(F)cc2)c(=O)c2sccc21,-5.7,-1.7,-0.9,-3.2,-3.1,1.4,3.5,-4.7,-2.9
CCCCCCn1c(CN2CCCCC2)nc2c1c(=O)n(C)c(=O)n2C,3.3,-1.6,1.7,5.5,3.2,-3.5,5.5,-1.4,1.3
O=C(N/N=C/c1ccc2c(c1)OCO2)c1cccnc1,-0.8,2.4,7.2,0.4,4.3,17.8,-0.6,-1.1,-1.9
CCOC(=O)N1CCC(N2C(=O)c3ccc(C(=O)Nc4ccc(OC)c(OC)c4)cc3C2=O)CC1,1.3,9.7,-3.1,0.0,-1.6,-6.5,4.9,-1.0,6.6
CCCCOCCCNC(=O)COc1ccccc1,-1.6,0.2,0.1,-2.0,-0.1,-2.5,2.5,-3.4,-3.3
Cc1cccn2c(=O)c3cc(C(=O)NC4CCCCC4)c(=N)n(Cc4ccccc4)c3nc12,-0.5,-2.5,-2.2,-0.4,4.3,-4.2,3.5,-2.5,1.1
CCOC(=O)C1CCN(c2c(Nc3ccc(C)c(C)c3)c(=O)c2=O)CC1,10.4,0.8,-0.6,-4.1,3.0,11.1,7.7,14.7,4.6
COc1ccc(O)c(CN2CCN(CCCc3ccccc3)C(CCO)C2)c1 (centres undefined),-1.6,4.2,6.8,-6.6,2.9,-6.6,-0.1,1.1,-2.6
CCOc1c2ccc(C(=O)NCc3ccc(OC(F)(F)F)cc3)cc2nn1C,4.5,-0.5,1.7,0.5,11.0,-1.8,7.9,-0.2,-2.8
Cc1cc(Cl)ccc1OCC(=O)Nc1ccccc1CO,-0.7,-1.9,1.1,-0.8,3.1,-6.6,3.9,-6.9,-0.5
CCOc1cc2[nH]c(=O)n(CCCCC(=O)NC3CCCCCC3)c(=O)c2cc1OCC,1.0,-1.1,8.3,-4.2,-5.4,-2.3,8.8,-12.4,-4.9
O=C(O)C1Cc2ccccc2CN1S(=O)(=O)c1ccc(Cl)cc1 (centres undefined),5.4,1.6,-2.0,-0.1,16.2,-5.0,7.2,-6.7,-2.0
C=CCSC1=C(C#N)C(c2ccc(C(C)C)cc2)CC(=O)N1 (centres undefined),6.7,-3.1,8.8,6.4,2.3,2.3,-3.3,-8.4,0.4
Cn1c(=O)oc2cc(S(=O)(=O)CCC(=O)N3CCN(c4ccccc4F)CC3)ccc21,-0.9,0.0,-3.9,-4.6,-8.4,-1.9,5.8,-6.3,-4.8
CC(C)C(OC(=O)C1=Cc2ccccc2OC1)C(=O)NC1CCCC1 (centres undefined),6.3,2.8,-1.6,-0.7,1.3,-0.7,5.6,2.5,-1.2
COC(=O)c1[nH]c(C)c(/C(O)=C2\C(=O)C(=O)N(CCN(C)C)C2c2cc(OC)ccc2OC)c1C (centres undefined),2.1,4.9,1.3,-0.9,-3.1,-0.1,2.2,-0.1,-0.7
CCOC(=O)c1nn(-c2ccc(C)cc2)cc1C(=O)c1ccccc1,3.7,0.5,5.7,-1.4,-2.5,0.3,4.7,1.8,8.1
COC(=O)c1ccc(COc2ccc(/C=N/Nc3nc(C)cc(=O)[nH]3)cc2)cc1,10.7,-1.5,-7.2,-5.8,1.6,-5.4,4.9,2.4,3.3
CCn1c(CSc2n[nH]c(N)n2)nc2cc(C(=O)O)ccc21,25.2*,39.3*,22.0,50.8*,38.1*,52.0*,36.4*,30.7*,29.7*
Cc1cccc(C(=O)NCC(=O)OC(C)C(=O)Nc2ccc(Cl)cn2)c1 (centres undefined),-0.4,3.4,-2.1,2.1,1.2,3.6,7.9,-2.5,-4.1
Cc1cc[n+](CC(=O)c2cccc([N+](=O)[O-])c2)c2ccccc12,7.8,0.2,2.3,-13.8,5.6,1.1,6.7,-0.3,-0.1
COC(=O)c1c(C)[nH]c(C(=O)C(C)OC(=O)c2cc(C)oc2C)c1C (centres undefined),-1.2,1.9,/,4.2,2.4,4.8,1.8,-4.9,/
CC(=O)c1cc(F)c(N2CCN(C(=O)COc3ccc(F)cc3)CC2)cc1C,4.7,-3.0,-10.2,-0.1,-2.7,-4.7,1.1,-0.1,-4.8
CCCC(C(=O)OCCN(CC)CC)(c1ccccc1)c1ccccc1,-6.0,-0.5,4.2,0.0,-2.2,1.1,0.0,-10.1,-0.3
NCC(O)(c1ccc(Cl)cc1)c1ccc(Cl)cc1,-1.1,-2.3,-4.7,-4.4,1.1,4.6,6.2,-6.0,2.8
Cc1cc2c(=O)n(C)c(SCC(=O)Nc3cccc(O)c3)nc2s1,1.6,-5.1,7.8,-1.9,-0.2,-6.9,-3.4,-2.9,1.9
CN(C)S(=O)(=O)c1cccc(NC(=O)COC(=O)c2cc(=O)c3ccccc3o2)c1,-6.1,-1.6,2.3,-4.5,1.6,-6.2,10.2,-7.2,-5.5
CS(=O)(=O)N(CC(=O)N1CCC(C(N)=O)CC1)c1cc(C(F)(F)F)ccc1Cl,3.5,-3.4,0.7,2.9,6.0,3.4,4.9,5.3,1.4
Cc1cc([N+](=O)[O-])nn1CC(=O)N1CCc2ccccc2C1,2.2,-0.9,3.9,1.1,-1.4,1.7,0.9,-3.0,5.5
Cc1cc(C)n(C(=O)CNC(=O)C(c2ccccc2)c2ccccc2)n1,5.2,-4.3,9.5,-2.5,5.2,-0.9,3.4,-5.2,0.7
COC(=O)CSC(C)C(=O)Nc1nnc(C(C)C)s1 (centres undefined),6.2,-0.6,0.2,-1.3,-0.9,7.1,6.5,-3.4,1.2
O=C1CC(N2CCN(c3cccc(C(F)(F)F)c3)CC2)C(=O)N1c1ccccc1F (centres undefined),1.8,-1.0,4.5,-7.3,1.2,-6.4,-3.6,-6.2,-2.3
N#CC1=C(N)Oc2[nH]c(=S)[nH]c(=O)c2C12C(=O)Nc1ccccc12 (centres undefined),2.5,3.3,5.8,-3.8,1.1,8.3,12.2,-0.7,-1.2

# Part of the list above, with two lines to a compound.
# Under each structure: pPAFAH inh	LYPLA1 counter	GSTO1 counter	PAD4 inh	PAFAH1B2 FP inh	PAFAH2 FP inh	PAFAH1B3 inh	PME-1 inh	Fam108B counter
NCC(O)(c1ccc(Cl)cc1)c1ccc(Cl)cc1
 : -1.1	-2.3	-4.7	-4.4	1.1	4.6	6.2	-6.0	2.8
Cc1cc2c(=O)n(C)c(SCC(=O)Nc3cccc(O)c3)nc2s1
 : 1.6	-5.1	7.8	-1.9	-0.2	-6.9	-3.4	-2.9	1.9

# Compound activity: PubChem, The Scripps Research Institute Molecular Screening Center

# Some of the compounds tested, so the mix of outcomes need not match the whole.
